Screens: PubChem BioAssay, several laboratories
AID2073: disruptors of CaV2.2 binding to Mint1 – biochemical, HTRF (AID 2073). HTRF protein-protein interaction, Mint1-CaV2.2; higher % means a stronger effect. one-dose inhibition, % at 20 µM; IC50 in µM for titrated hits. actives 0.19% (n = 290,000); in the data active means inhibition mostly above about 51%, no sharp cut-off; inconclusive means no clear call, values can overlap the other calls; inactive means mostly below about 53%; further: some results filed as inactive read as strong as hits
M17LAP inhibition: P. falciparum M17LAP inhibitors, primary screen, biochemical, fluorogenic H-Leu-NHMec substrate, 1536-well (AID 1619); recombinant M17LAP, H-Leu-NHMec fluorogenic kinetic assay; higher % means a stronger effect; one-dose inhibition, % at 30 µM; IC50 in µM for titrated hits; actives 0.38% (n = 220,000);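 active means compound inhibiting the enzyme by more than half at any dose during confirmatory dose-response retesting; inconclusive means strong single-dose inhibitors picked by rank but not retested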;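 further: plate controls were full reaction with DMSO carrier for no effect and no enzyme background for full effect; strong numbers were not always called active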
Dynein transport: dynein cargo transport inhibition | 3617.4 mouse cells, GR-EGFP nuclear translocation imaging; test concentration mostly 20 µM; stimulated with dexamethasone, 1 µM; stronger effect = lower value | z-score, hits read low | actives 0.47% (n = 220,000);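 active means plate z-score of nuclear minus cytoplasmic receptor signal below a set negative limit, without overly bright fluorescence or cell loss, cut at about -3.5 in these data, passing the limit was not always enough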;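 further: z-score of nuclear minus cytoplasmic ring GR-EGFP intensity difference per well; some compounds called inactive have numbers as strong as hits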
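Buffer or medium: tet-free, stripped-serum medium; Also added: dexamethasone, 1.0 µM final; Technique: high-content fluorescence imaging after fixation; Times: 48 h induction, 1 h compound, 30 min dex at 37 °C; Read-out: per-cell GR-EGFP intensity, nucleus versus surrounding cytoplasmic ring, well-averaged.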
human PMI inhibitors: human PMI inhibitors, high substrate, primary screen, biochemical, fluorescence intensity, high mannose 6-phosphate (AID 1220). inhibition, % at 20 µM; hits with a dose series show IC50 in µM. actives 0.66% (n = 190,000). recombinant PMI enzyme, coupled fluorescence intensity; higher % means a stronger effect
P. falciparum M1AAP: malaria alanyl aminopeptidase activity blockers – biochemical, fluorogenic H-Leu-NHMec substrate, 1536-well (AID 1445); recombinant M1AAP, H-Leu-NHMec fluorogenic kinetic assay; higher % means a stronger effect; inhibition, % at 30 µM; hits with a dose series show IC50 in µM; actives 0.42% (n = 220,000);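 active means primary inhibition above the hit cutoff, then over 50% inhibition at one or more dose response concentrations, cut at about 23% in these data, passing the limit was not always enough; inconclusive means conflicting primary data, or primary hits not chosen for dose response; inactive means low primary inhibition, or under 50% at every dose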;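 further: plate controls were DMSO full reaction for no effect and no enzyme background for full effect; strong numbers were not always called active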
human PMI inhibition: inhibitors of human PMI, primary screen, biochemical, fluorescence intensity, coupled assay (AID 1209). purified PMI enzyme, coupled fluorescence intensity; higher % means a stronger effect. inhibition, % at 20 µM; hits with a dose series show IC50 in µM. actives 0.42% (n = 190,000);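 further: plate controls were DMSO vehicle for no effect and wells lacking substrate for full effect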
Siah-1 displacement: Siah-1 peptide-binding antagonists, primary screen, biochemical, fluorescence polarization, rhodamine-plectin, uHTS (AID 1817) | Siah-1 / rhodamine-plectin peptide fluorescence polarization; higher % means a stronger effect | displacement, % at 20 µM; hits with a dose series show IC50 in µM | actives 0.02% (n = 290,000);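 active means displacement of at least 50% at 20 µM, with a fluorescence ratio check between 0.3 and a set limit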;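 further: plate controls were Siah plus tracer with DMSO for no effect and tracer alone without Siah for full effect; strong numbers were not always called active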
LYP phosphatase: PTPN22 lymphoid phosphatase activity blockers – biochemical, fluorescence intensity, uHTS (AID 1779). inhibition, % at 11.5 µM; hits with a dose series show IC50 in µM. recombinant LYP phosphatase, fluorescence intensity; higher % means a stronger effect. actives 0.054% (n = 290,000);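 further: plate controls were vehicle with enzyme for no effect and no enzyme for full effect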
XIAP displacement: XIAP antagonists, biochemical, IAP family, fluorescence polarization (AID 1018) | XIAP BIR domain, fluorescence polarization peptide displacement; higher % means a stronger effect | displacement, % at 20 µM; hits with a dose series show IC50 in µM | actives 0.007% (n = 200,000); in the data active means displacement above about 50%; further: a part of the inactive calls stands beside numbers as strong as those of hits
Dynein transport cytoplasmic EGFP: also measured in Dynein transport; calls as there; z-score; measured here: cytoplasmic GR-EGFP intensity; stronger effect = higher value
Dynein transport nuclear GR-EGFP: further read-out of Dynein transport, marked with its call; z-score; measured here: nuclear GR-EGFP intensity;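 lower value marks the stronger effect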
Dynein transport cell count: further read-out of Dynein transport, marked with its call; z-score; measured here: cell count per field
Numbers without * were called inactive; ? = inconclusive; nt = no result given. Unless noted, no stated cut-off is given here; in the data, active means inhibition above about 50%; inactive means the rest.

Results follow in this order: P. falciparum M1AAP | Dynein transport | LYP phosphatase | Dynein transport cytoplasmic EGFP | Dynein transport cell count | XIAP displacement | human PMI inhibitors | AID2073 | Dynein transport nuclear GR-EGFP | human PMI inhibition | M17LAP inhibition | Siah-1 displacement
CCC(=O)N1c2ccccc2[C@@H](N(C(C)=O)c2ccccc2)C[C@H]1C
  2% | -0.2 | -3% | -0.2 | 0.31 | -10% | 11% | ? | -0.25 | 15% | 2% | -1%
CC(=O)Nc1ccc2c(CSc3nnc(-c4cccnc4)n3-c3ccc(C)cc3C)cc(=O)oc2c1
  6% | -0.55 | -9% | -0.32 | 0.66 | -3.7% | -28% | 33% | -0.75 | -20% | -1% | -2%
O=C(NCC1CCN(S(=O)(=O)c2ccccc2)CC1)Nc1ccccc1
  -4% | 1.3 | -2% | 0.51 | -1 | nt | nt | 6% | 0.73 | nt | 13% | -1%
Cc1nc(N)[nH]c(=O)c1CCC(=O)OCC(C)C
  1% | -0.0017 | -2% | 0.3 | -0.91 | 0.2% | -23% | 0% | 0.31 | -23% | 5% | 9%
N[C@@H]1CONC1=O
  3% | nt | -4% | nt | nt | 0.3% | 12% | -1% | nt | 10% | -1% | 1%
S=c1[nH]nc(-c2ccco2)n1/N=C/c1ccc(Cl)cc1Cl
  0% | 0.96 | 2% | -0.19 | -0.83 | -5.1% | 8% | -23% | 0.22 | 9% | 0% | 12%
O=C(/C=C/c1cn(CC(O)CN2CCCCC2)c2ccccc12)c1ccccc1 (stereo unspecified)
  5% | -0.59 | 0% | 1.8 | -0.89 | nt | nt | 6% | -0.28 | nt | 3% | 0%
CCCN1Cc2cccc(C(N)=O)c2C1=O
  -5% | -0.52 | -2% | -0.22 | 0.21 | -11% | 13% | 4% | -0.013 | 8% | 6% | 0%
O=C(NCc1ccccn1)c1cn(CCc2ccccc2)nn1
  -1% | 0.38 | 0% | 0.83 | 0.031 | -2.4% | -2% | 1% | 0.7 | 1% | -1% | -2%
Nc1ccc[n+](Cc2ccccn2)c1
  3% | -0.2 | -4% | -0.18 | 0.35 | -0.8% | 14% | 1% | -0.066 | 5% | 7% | 0%
O=C(COC(=O)C1(c2ccc(F)cc2)CCCC1)N1CCOCC1
  -1% | -0.2 | -3% | -0.19 | 0.25 | -2.3% | 0% | -2% | 0.15 | -7% | 7% | -1%
Cn1nc(C(=O)OCCN2C(=O)c3ccccc3C2=O)c2ccccc2c1=O
  2% | 2.4 | -6% | -0.19 | -0.91 | -8.9% | -3% | 2% | 0.52 | -6% | 1% | -3%
COC(=O)[C@H](CCSC)NC(=O)NCc1cccs1
  1% | -0.89 | -4% | -0.28 | 0.75 | 1.7% | -5% | 4% | -0.14 | -3% | 10% | 3%
CCOc1cc(N2CCOCC2)c(OCC)cc1NC(=O)C1=NN(c2cccc(C)c2)C(=O)CC1
  12% | 0.42 | 7% | -0.25 | 0.87 | -4.1% | 24% | 5% | -0.091 | -2% | 4% | 4%
O=C(CNC(=O)c1cccc(OC(F)F)c1)OCc1cc(=O)n2cc(Br)ccc2n1
  7% | 0.45 | -1% | -0.2 | -0.45 | -9.3% | 7% | 49% | 0.12 | 22% | 17% | 4%
CSC(=O)CC(=O)NC(=O)c1ccccc1
  6% | -0.49 | -3% | -0.27 | 1.2 | -2.3% | -3% | 1% | -0.056 | 2% | 1% | 6%
COc1ccccc1N1C(=O)C2CC=CC(C)C2C1=O (stereo unspecified)
  0% | -0.86 | -4% | -0.19 | 0.56 | 1.1% | 3% | -3% | 0.26 | -3% | 7% | -3%
CSc1ccc(/C=N/NC(=O)c2ccccc2Cl)cc1
  8% | 0.04 | 0% | 0.073 | -0.027 | -0.9% | 5% | 49% | 0.17 | 8% | -1% | 0%
Cc1nc(-c2cccc(-c3noc(C)n3)c2)no1
  -1% | -0.073 | 0% | -0.23 | -0.35 | -0.9% | 0% | 0% | 0.091 | 4% | 10% | -1%
CC(=O)NN1C(=O)/C(=C\c2ccc(Br)o2)SC1=S
  10% | -0.14 | 3% | -0.12 | 0.35 | 0.0% | 24% | 43% | 0.47 | 2% | 13% | 27%

Reformatted with values ahead of the structure: two of the compounds above.
P. falciparum M1AAP,Dynein transport,LYP phosphatase,Dynein transport cytoplasmic EGFP,Dynein transport cell count,XIAP displacement,human PMI inhibitors,AID2073,Dynein transport nuclear GR-EGFP,human PMI inhibition,M17LAP inhibition,Siah-1 displacement,mol
0%,-0.86,-4%,-0.19,0.56,1.1%,3%,-3%,0.26,-3%,7%,-3%,COc1ccccc1N1C(=O)C2CC=CC(C)C2C1=O (stereo unspecified)
1%,-0.89,-4%,-0.28,0.75,1.7%,-5%,4%,-0.14,-3%,10%,3%,COC(=O)[C@H](CCSC)NC(=O)NCc1cccs1

(more compounds)
Results follow in this order: P. falciparum M1AAP | Dynein transport | LYP phosphatase | Dynein transport cytoplasmic EGFP | Dynein transport cell count | XIAP displacement | human PMI inhibitors | AID2073 | Dynein transport nuclear GR-EGFP | human PMI inhibition | M17LAP inhibition | Siah-1 displacement
COc1cc(C(=O)Nc2ccc(NC(=O)C3CC3)nc2)cc(OC)c1OC
  6% | -0.4 | -5% | -0.18 | -0.044 | 1.8% | 4% | 4% | 0.051 | 0% | 14% | -1%
Clc1ccc(C2=Nn3c(Cn4nnc5ccccc54)nnc3SC2)cc1
  9% | -0.71 | -3% | -0.063 | 0.34 | nt | nt | -9% | -0.39 | nt | 0% | -5%
COCCNc1c2c(c(C#N)c3nc4ccccc4n13)CCCC2
  5% | 0.15 | -13% | -0.33 | 0.18 | -13% | 29% | 9% | 0.27 | 16% | 3% | -4%
CC1(C)CC(=O)C2=C(C1)Nc1ncnn1C2c1ccccn1 (stereo unspecified)
  15% | -0.5 | 2% | -0.19 | 0.7 | -7.2% | 1% | -8% | 0.053 | 6% | -3% | -1%
CCCCn1c(N)c(-c2nc3ccccc3o2)c2c([N+](=O)[O-])nn(C)c(=O)c21
  7% | 0.27 | -6% | -0.24 | -0.73 | 0.6% | -3% | 27% | 0.25 | -3% | -16% | 16%
Cc1cc(NC(=O)c2cc(-c3ccco3)on2)n(-c2ccccc2)n1
  8% | 0.74 | -2% | -0.24 | -0.21 | -3.6% | 26% | 34% | -0.41 | 17% | -11% | 10%
COC(=O)[C@@H]1C[C@]2(OC(=O)c3ccccc3)C=CC(=O)C[C@@H]2N1C(=O)OCc1ccccc1
  -3% | -6.5* | -3% | 1.1* | 0.37* | -61% | -2% | -6% | -2.2* | -6% | -20% | 6%
COc1ccccc1-c1nnc2sc(COc3ccc(Cl)cc3Cl)nn12
  3% | -0.27 | -1% | -0.19 | 0.27 | -5.8% | -4% | -7% | 0.034 | 4% | -4% | -4%
COCCN(C(=O)Nc1ccc(OC)cc1OC)C1CCN(C(C)C)CC1
  -5% | -0.028 | -3% | -0.21 | 0.52 | -0.8% | 17% | -4% | 0.26 | 20% | -5% | -4%
CCOC(=O)N1CCN(Cc2nc3c(c(=O)n(C)c(=O)n3C)n2CCCc2ccccc2)CC1
  6% | 0.081 | -4% | 0.04 | -0.52 | -5.9% | 13% | 30% | 0.37 | 16% | 13% | -1%
O=C(N/C(=C\c1cccc([N+](=O)[O-])c1)C(=O)N1CCOCC1)c1ccc([N+](=O)[O-])cc1
  9% | 2.8 | 0% | -0.21 | -1.1 | -5.5% | 13% | -13% | 1.5 | 12% | 0% | 11%
CCNc1ccc(C(=O)OCC(=O)NCCN2C(=O)CSC2=O)cc1[N+](=O)[O-]
  0% | -0.82 | -5% | -0.36 | 1.2 | -2.7% | -6% | -9% | -0.49 | -7% | -1% | -3%
CCc1cccc(CC)c1NC(=O)CSc1nc2ccc(N3C(=O)C4C5C=CC(C5)C4C3=O)cc2s1 (stereo unspecified)
  7% | 1.1 | 6% | 0.3 | -2.4 | -6.6% | 5% | -1% | 1.1 | 11% | 4% | -7%
O=C(NCC1CCS(=O)(=O)C1)NCC1CCS(=O)(=O)C1 (stereo unspecified)
  1% | 0.068 | -4% | -0.36 | 0.37 | -2.1% | -4% | -2% | -0.12 | -9% | -11% | 1%
O=C(Cn1ccc([N+](=O)[O-])n1)N1CCc2ccccc21
  -1% | -0.52 | 3% | -0.11 | 0.17 | -6.2% | 6% | 26% | -0.24 | 3% | -1% | 1%
Cc1csc(NC(=O)c2ccc(S(=O)(=O)N3CCCC3)cc2)n1
  6% | 0.032 | -2% | -0.82 | 0.009 | nt | nt | -2% | 0.21 | nt | -2% | 18%
Cc1ccc(N=Nc2c(N)nn3c(C)cc(C)nc23)cc1
  3% | 0.6 | -3% | -0.12 | -0.51 | -3.9% | -3% | -5% | 0.04 | 11% | -18% | 10%
CCOc1ccccc1N(C)C(=O)c1nn(-c2ccc(OC)cc2OC)c(=O)c2ccccc12
  7% | 0.36 | -4% | -0.24 | 0.17 | -18% | 7% | 6% | 0.16 | 5% | -5% | -16%
COc1ccc(CNC(=O)C(c2ccco2)N(C(=O)Cc2cccs2)c2cccnc2)cc1 (stereo unspecified)
  2% | -0.56 | -4% | -0.15 | -0.1 | -11% | -4% | -13% | 0.00031 | 4% | 3% | 10%
COc1cccc(-c2nnc(Nc3nc4c(F)cccc4s3)o2)c1
  -3% | -0.81 | -9% | -0.17 | 0.19 | -7.7% | -20% | 44% | -0.64 | -17% | -2% | 11%
COC(=O)c1sc(S(=O)(=O)N2CCN(c3ccc(OC)cc3)CC2)c(C(=O)OC)c1C
  2% | -0.53 | -1% | -0.34 | 0.41 | -3.9% | 3% | -10% | -0.48 | 6% | -9% | -2%
CCCCOc1ccc(CSc2n[nH]c(C)n2)cc1
  7% | -0.3 | -2% | -0.27 | 0.44 | -4.1% | 9% | 29% | -0.24 | 7% | -9% | 3%
CC(C)C(=O)OCc1cn(-c2ccc(Cl)c(Cl)c2)nn1
  7% | 0.11 | -4% | -0.23 | 0.79 | -9.2% | 10% | -12% | -0.28 | 14% | 20% | 1%
Cc1ccc2cc(C=O)c(N(C)C)nc2c1
  5% | 1.6 | -10% | -0.24 | 0.16 | -0.6% | 8% | 10% | 0.72 | -1% | -4% | -5%
CCC1CCC(C(=O)NC(C(=O)NCCCN2CCCCC2C)C(C)C)CC1 (stereo unspecified)
  -4% | -0.31 | -3% | -0.35 | 0.27 | -3.2% | -5% | -15% | -0.0061 | -8% | 10% | -3%
CC(C)C(=O)Nc1ccc([N+](=O)[O-])c(C(F)(F)F)c1
  0% | -0.96 | -1% | -0.16 | -0.24 | -1.2% | -5% | -1% | -0.4 | -4% | 7% | 5%
